FID counter – compounds displacing fluorescent DNA intercalator, primary screen, artefact control for HCV NS3 helicase inhibitor project, biochemical, FID fluorescence; DNA fluorescent intercalator displacement; inhibition, % at 7.9 µM; 0.17% of 290,000 active; in the data active = inhibition above about 37%;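 note: 0% = vehicle and 100% = reference compound; higher means more ethidium bromide displaced from hairpin DNA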
HCV NS3 hel inh – inhibitors of HCV NS3 helicase, primary screen, biochemical, Cy5 molecular beacon fluorescence; NS3 helicase DNA unwinding; inhibition, % at 10.9 µM; 0.56% of 290,000 active;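 active = inhibition above the mean of all tested compounds plus 3 SD, set per campaign, cut at about 35% in these data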;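 note: 0% = DMSO wells and 100% = thioflavine S control wells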
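System: Hepatitis C virus NS3 helicase domain fragment enzyme | Reagent: Annealed dual-labelled DNA beacon duplex, ATP-started | Compound dosing: 10.9 µM single point, 0.8% DMSO | Incubation: 1 h reaction at 25 °C, ATP-initiated | Technique: Cy5 fluorescence | Evaluation: Percent inhibition from t60/t0 fluorescence ratio | Benchmarks: Low DMSO, high thioflavine S at 110 µM | Replication: Singlicate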
VIM-2 inhibitor – VIM-2 metallo-beta-lactamase inhibitors, primary screen, biochemical, epi-absorbance readout, Pseudomonas aeruginosa enzyme. purified VIM-2, nitrocefin hydrolysis, epi-absorbance fluorescence. inhibition, % at 5.6 µM. 0.89% of 290,000 active. AID 1527, 2009;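 active = inhibition above the mean of all tested compounds plus 3 SD, cutoff set per screening run, cut at about 7.5% in these data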;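 note: red hydrolysis product quenches plate fluorescence so inhibitors raise well fluorescence; 0% = enzyme with DMSO and 100% = DMSO without enzyme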
MEKK3 PB1 HTS – modulators of MEKK3-MEK5 PB1 binding, primary screen, biochemical, wildtype MEKK3, multiplex bead flow cytometry, Alexa488-MEK5; 1.4% of 290,000 active; bead-based flow cytometry, Alexa488-MEK5 binding to MEKK3; actives lie on both sides; 0 = blocked by unlabeled MEK5, 100 = vehicle; binding response (% of control), % at 10 µM;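 active = binding response more than 3 SD above or below the average of its plate-row segment, actives on both sides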;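 note: Alexa488 bead fluorescence after subtracting the streptavidin-only scavenger bead signal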
Target sequence (Q99759 whole entry, looked up): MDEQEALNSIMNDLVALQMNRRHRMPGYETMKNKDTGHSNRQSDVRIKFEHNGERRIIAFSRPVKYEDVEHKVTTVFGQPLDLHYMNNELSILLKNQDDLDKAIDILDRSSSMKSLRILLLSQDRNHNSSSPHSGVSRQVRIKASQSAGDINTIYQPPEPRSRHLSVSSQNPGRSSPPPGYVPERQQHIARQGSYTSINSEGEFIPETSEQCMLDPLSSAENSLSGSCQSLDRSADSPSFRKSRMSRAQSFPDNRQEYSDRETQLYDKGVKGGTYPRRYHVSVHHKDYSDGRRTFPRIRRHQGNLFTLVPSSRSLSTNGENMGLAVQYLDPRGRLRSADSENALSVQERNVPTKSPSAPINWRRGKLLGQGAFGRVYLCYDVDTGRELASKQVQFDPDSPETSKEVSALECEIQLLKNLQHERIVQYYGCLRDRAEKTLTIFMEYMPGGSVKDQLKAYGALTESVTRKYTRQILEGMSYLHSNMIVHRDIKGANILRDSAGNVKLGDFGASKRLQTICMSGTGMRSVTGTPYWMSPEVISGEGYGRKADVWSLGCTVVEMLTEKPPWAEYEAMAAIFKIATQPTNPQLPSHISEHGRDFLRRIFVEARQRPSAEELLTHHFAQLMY
IDE act – human IDE activators in live cells, primary screen, fluorescence polarization, HEK cells, FAbeta-B substrate; activation, % at 5.96 µM; Insulin-degrading enzyme (Homo sapiens), P14735; 0.073% of 340,000 active; AID 493087, 2011; FAbeta-B cleavage; 0% vehicle, 100% cell-free pure enzyme wells;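 active = activation above the mean of all tested compounds plus 3 SD, set per screening campaign, cut at about 17% in these data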
p-CIP stab down – p/CIP-EGFP fusion destabilizers, primary screen, fluorescence, F442A cells; 16 h; decrease of EGFP signal, % at 10 µM; 0.01% of 290,000 active;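 active = EGFP signal decrease of at least 30% at 10 µM or well 3 SD below plate mean, unless failing retest; inactive = the rest, including hits failing retest or dose response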; note: some compounds called inactive have numbers as strong as hits; many of its hits are not listed in these tables
SUMO HTRF inh – inhibitors of in vitro SUMOylation cascade, primary screen, biochemical, HTRF, uHTS; HTRF SUMOylation assay, SAE1/SAE2 + UBC9; SUMO-conjugating enzyme UBC9 (Homo sapiens), P63279; 0.36% of 290,000 active; AID 2006, 2009; inhibition, % at 35 µM; in the data active = inhibition above about 50%, passing the limit was not always enough; note: strong numbers were not always called active
Target sequence (P63279 whole entry, looked up): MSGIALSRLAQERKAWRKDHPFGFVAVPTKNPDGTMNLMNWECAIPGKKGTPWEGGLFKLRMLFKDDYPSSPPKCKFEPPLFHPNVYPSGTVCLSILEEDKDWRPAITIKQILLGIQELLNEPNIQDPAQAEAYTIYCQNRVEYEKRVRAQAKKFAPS
PHOSPHO1 block – PubChem AID 1565; 1.1% of 290,000 active; inhibition, % at 13.3 µM; Phosphoethanolamine/phosphocholine phosphatase (Homo sapiens), Q8TCT1; recombinant PHOSPHO1, absorbance phosphatase assay; in the data active = inhibition above about 60%
Target sequence (Q8TCT1 whole entry, looked up): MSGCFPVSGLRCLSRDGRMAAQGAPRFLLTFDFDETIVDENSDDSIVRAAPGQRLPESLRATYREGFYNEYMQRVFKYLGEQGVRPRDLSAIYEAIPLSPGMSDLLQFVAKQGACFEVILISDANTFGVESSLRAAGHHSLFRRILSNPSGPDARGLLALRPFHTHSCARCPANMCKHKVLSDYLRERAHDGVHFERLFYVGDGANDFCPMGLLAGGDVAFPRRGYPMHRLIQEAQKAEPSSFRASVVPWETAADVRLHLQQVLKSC
IMP-1 inh – IMP-1 metallo-beta-lactamase inhibitors, primary screen, biochemical, epi-absorbance readout, Pseudomonas aeruginosa enzyme. purified IMP-1, nitrocefin hydrolysis, epi-absorbance fluorescence. inhibition, % at 5.6 µM. metallo-beta-lactamase IMP-1 (Pseudomonas aeruginosa). 0.45% of 290,000 active;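 active = inhibition above the mean plus 3 SD of all compounds in the same screening run, cut at about 4.5% in these data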;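 note: 0% = IMP-1 with DMSO and 100% = DMSO wells lacking enzyme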
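System: Purified recombinant IMP-1 metallo-beta-lactamase enzyme | Measured by: Fluorescence quenching readout, ex 480/em 530 nm | Replication: Singlicate | Incubation: 15 min preincubation plus 25 min reaction at 25 °C | Evaluation: Percent inhibition from optical density relative to buffer-blank wells | Benchmarks: DMSO with and without IMP-1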
* hit, by the source's call; . = not tested or not shown. The list is partial. The share of hits here may be higher or lower than overall.

SMILES	FID counter	HCV NS3 hel inh	VIM-2 inhibitor	MEKK3 PB1 HTS	IDE act	p-CIP stab down	SUMO HTRF inh	PHOSPHO1 block	IMP-1 inh
COC(=O)C(CCSC)NC(=O)CNS(=O)(=O)c1ccc(Cl)cc1 (stereo not given)	-13.1	16.2	-0.7	107.0	-2.6	-29.0	21.6	12.2	-0.5
Nn1c(SCc2cn3ccccc3n2)nnc1-c1ccncc1	-3.4	-1.8	-1.2	94.0	1.0	-0.7	22.9	6.6	-4.6
CC(C)Oc1ccc(C(=O)O)cc1	0.1	-5.0	-2.0	112.0	3.7	1.2	5.6	-40.8	-2.0
O=C(CCCCCNC(=O)c1ccccc1Br)N=Nc1c(O)[nH]c2ccccc12	-19.8	0.3	-2.9	106.0	11.2	6.8	-5.0	26.0	-2.6
CN1CCN(c2ccc(NC(=S)NC(=O)c3cccc4c(Cl)cccc34)cc2)CC1	2.3	-81.6	8.3*	101.0	8.9	5.9	6.2	23.9	-1.6
O=C(NCc1ccco1)c1cc2ccccc2o1	1.1	2.2	-1.4	103.0	-0.8	5.7	22.8	8.6	-3.9
CCOc1ccc(NC(=S)NCc2ccco2)cc1	-2.8	-1.3	0.7	100.0	4.4	-9.5	-7.4	-20.0	-1.9
O=S(=O)(N/N=C/c1ccc(N2CCOCC2)cc1)c1ccc(Br)cc1	4.0	-3.9	-4.7	99.0	1.3	-17.9	7.6	-1.1	-3.9
CCc1nc2sccc2c(=O)[nH]1	-9.1	6.4	-2.2	98.0	2.0	-6.1	11.7	10.5	-2.4
CCOC(=O)N1CCN(S(=O)(=O)c2ccc(C(=O)Nc3nnc(C)o3)cc2)CC1	-18.3	17.5	-2.2	95.0	5.8	-10.1	-12.0	25.7	-2.3
CS(=O)(=O)N1CCSC1c1ccc(Br)cc1 (stereo not given)	-4.8	4.9	-3.3	104.0	4.4	-0.6	10.1	45.9	-2.5
Cc1ccc(C)c(N=C2NC(=O)CS2)c1	-3.4	-4.5	-1.4	104.0	1.5	3.0	-4.5	6.2	-2.4
CC1(C)Cc2nc3nc(SCC(=O)NCc4ccccc4)n(-c4ccccc4)c(=O)c3cc2CO1	-3.6	-1.4	-0.1	99.0	.	-3.9	15.6	59.3	-1.1
COc1ccc(C(=O)C2CCCN(S(=O)(=O)c3cccnc3)C2)c(C)c1 (stereo not given)	-19.4	-3.4	-4.6	95.0	4.2	-3.6	16.2	47.1	-3.3
CN1CCN(c2ccccc2NC(=O)c2ccc([N+](=O)[O-])o2)CC1	14.2	-11.6	-0.4	93.0	3.8	-14.3	8.0	13.7	0.6
Cc1ccc(S(=O)(=O)NCC(=O)N(CC(=O)NCC2CCCO2)c2cccc(F)c2)cc1 (stereo not given)	-34.4	-2.9	-2.2	99.0	-1.4	-5.6	0.6	36.2	-0.8
Cc1ccc(NC(=O)COC(=O)Cc2ccsc2)cc1S(=O)(=O)N(C)C	-12.3	-14.6	0.2	85.0	-0.8	5.9	-2.9	9.0	0.3
CCC(OC(=O)CN1C(=O)C(=O)c2ccccc21)C(=O)Nc1ccccc1OC (stereo not given)	-9.2	-5.7	-3.5	107.0	6.0	3.9	-2.9	10.3	-0.8
Cc1onc(-c2ccccc2)c1C(=O)Oc1cccnc1	-5.4	2.2	-4.4	103.0	-6.4	-7.5	11.0	2.1	-3.5
CC(=O)c1ccc(Cc2ccc(C(C)=O)cc2)cc1	-12.5	-5.7	-4.1	103.0	-1.9	11.0	-4.8	0.4	-1.8
CCCCOC(=O)C(C)Nc1n[nH]c(=S)[nH]c1=O (stereo not given)	-2.0	3.6	-3.0	96.0	.	-4.5	0.0	-66.2	-2.4
Cc1ccc(SCC(=O)NC2CC3CCC(C2)N3C)cc1 (stereo not given)	3.3	-5.5	0.9	99.0	3.0	-5.2	-3.7	1.0	1.5
O=C(NCCc1ccccc1C(F)(F)F)C1CCC(=O)N(C2CC2)C1 (stereo not given)	-7.0	5.4	-4.0	101.0	-0.6	4.7	-8.1	17.6	-3.1
O=C(CSc1nnnn1-c1ccc(F)cc1)Nc1nc2ccccc2s1	0.7	2.4	-2.2	98.0	-0.5	-5.0	5.9	29.8	4.7*
CCn1c(C)nnc1SCC(=O)Nc1ccc(N2CCOCC2)cc1	-6.9	-14.6	0.6	100.0	-0.7	-5.6	11.8	.	-1.1
CCOC(=O)c1c(CC(C)C)csc1NC(=O)c1ccccc1C(=O)O	-21.6	49.6*	1.0	73.0	-4.1	-2.1	20.1	11.6	0.7
CCc1ccc(C(=O)CN2C(=O)C(C)N(c3ccc(C)cc3)C2=O)cc1 (stereo not given)	-6.2	-5.2	-4.0	104.0	-0.8	-4.3	11.4	-17.2	-4.0
CCOP(=O)(OCC)C(Nc1ccccc1)c1cccnc1 (stereo not given)	-6.8	1.7	-3.0	97.0	0.7	5.4	10.3	23.9	-1.7
COc1ccc(C2c3c(ccc4ccccc34)Oc3ncn4nc(-c5ccco5)nc4c32)cc1 (stereo not given)	1.7	-1.1	-0.6	126.0	-1.8	-11.0	-0.5	3.5	-1.4
CCCC(=O)Nc1ccc(Cl)c(NC(=O)CC)c1	-1.2	2.2	-0.8	100.0	-1.5	3.8	7.1	5.1	-3.7
Cc1cc(C(=O)Nc2ccc(Br)cc2)c2ccccc2n1	-7.6	-1.5	0.6	100.0	0.2	3.2	-5.1	-7.8	-0.3
CC1CCN(CC(O)COc2ccc(OCC(O)CN3CCC(C)CC3)cc2)CC1 (stereo not given)	5.6	3.5	-0.5	106.0	1.4	5.2	4.4	-22.9	1.1
Cc1nn(CC(=O)O)c(C)c1NC(=O)c1cccs1	1.4	5.9	-2.5	102.0	4.7	-2.9	-0.9	31.5	-1.2
COc1ccc(-n2nc3c(c2NC(=O)COc2ccccc2)CS(=O)C3)cc1 (stereo not given)	-19.5	-4.8	-1.2	101.0	0.7	-31.6	-1.4	-11.5	-1.6
CCOC(=O)C1CCN(C(=O)Cn2nc(C)n3c(cc4cc(F)ccc43)c2=O)CC1	-38.2	2.8	-2.2	98.0	-5.8	-6.2	-1.4	-4.1	-1.4
COc1ccc(-n2c(SCC(=O)O)nc3sc4c(c3c2=O)CCC4)cc1	-27.8	1.4	-2.6	102.0	3.4	-2.9	27.3	41.1	-2.5
COc1ccc(CCNC(=O)c2c(O)c3c([nH]c2=O)CCCC3)cc1OC	-8.3	-1.4	-4.7	.	-4.8	.	.	.	-0.5
NNC(=O)Cn1nc2n(c1=O)-c1ccccc1SC2	-9.2	4.6	-3.1	92.0	3.6	-2.2	-0.6	-0.8	-3.3
Cc1nn(Cc2cccc(F)c2)c(C)c1NC(=O)c1ccc(COc2ccccc2Cl)cc1	-10.0	-5.5	0.5	97.0	-35.3	-19.9	-30.6	12.4	-1.1
CN(Cc1ccccc1)C(=O)c1nc2ccccn2c1CNCCCOc1cccnc1	2.2	5.1	-7.2	97.0	-0.9	-11.6	12.5	40.4	-3.5
CCC(=O)c1cn(CC(=O)Nc2cc(C)ccc2C)c2ccccc12	-12.9	-8.8	-2.2	105.0	2.1	0.8	26.9	3.1	-1.8
O=C(CSC(=S)N1CCCC1)NCC(=O)Nc1ccc(F)c(F)c1	-15.5	16.6	-0.8	105.0	0.8	-1.6	-2.7	30.1	-2.2
O=C(NNc1c(F)c(F)cc(F)c1F)c1cc2ccccc2oc1=O	-1.4	-8.4	-1.1	98.0	3.9	-28.5	6.3	17.2	-1.3
Cc1oc(-c2cccc(Cl)c2)nc1CS(=O)(=O)CC(=O)NCCCN1CCOCC1	3.2	3.5	1.5	101.0	1.4	-1.4	-2.6	40.9	-3.9
O=C(Nc1ccccc1)Nc1ccc(Br)c(Cl)c1	6.0	5.4	-1.6	105.0	2.5	1.8	-3.5	1.9	-1.2
CNC(=S)N1N=C(c2ccccc2)CC1c1ccc(Br)cc1 (stereo not given)	-3.5	-13.3	-3.2	106.0	6.2	-13.2	-2.6	15.4	-2.7
Cc1cc(C)c2ccc(C(=O)O)nc2c1O	0.5	0.9	9.7*	103.0	-1.3	-9.6	-47.7	15.7	-3.0
CC(=O)NC1CC2CCCC(C1)N2S(=O)(=O)c1cccc(F)c1 (stereo not given)	-3.6	-6.3	-1.0	101.0	2.3	5.1	12.2	-6.0	-0.3
CCN(CC)C(C)C(=O)NCC1(c2ccccc2)CCOCC1 (stereo not given)	-2.7	-14.4	-4.0	116.0	4.2	-10.9	-2.3	5.1	-1.9
O=C(Nc1ccc(-c2cn3ccccc3n2)cc1)c1ccc(Cl)cc1	0.6	-2.7	-1.2	97.0	-4.1	-3.0	15.0	22.9	-3.6
Cc1cccc(N(CC(=O)Nc2ccccc2F)S(C)(=O)=O)c1	-8.2	20.2	-0.7	102.0	6.2	-8.1	7.7	13.3	1.4
NC(=O)C1(N2CCCCC2)CCN(CC(=O)Nc2ccc(Oc3ccccc3)cc2)CC1	6.3	-23.0	-3.5	102.0	-4.2	-18.5	4.5	-31.3	-6.1
CS(=O)(=O)N1CCN(c2ccccc2NC(=O)c2ccco2)CC1	-13.6	3.4	2.0	103.0	1.4	-20.5	7.5	29.8	-0.4
COC(=O)c1ccc(CNS(=O)(=O)c2ccc3ccccc3c2)cc1	-20.7	-5.2	-1.1	99.0	-0.8	-7.5	-6.4	12.0	-1.4
CC(=O)c1c(N2CCOCC2)nc(=S)n(-c2ccccc2)c1C	1.5	3.9	0.7	98.0	5.0	-1.7	15.7	5.0	-2.3
COC(=O)CC1c2cc(OC)c(OC)cc2CC(=O)c2cc(OC)c(OC)cc21 (stereo not given)	-6.2	1.4	-4.1	108.0	3.2	-6.0	15.9	-5.1	-3.7
NC(=O)NCCN1CCN(c2ncc(C(F)(F)F)cc2Cl)CC1	-2.0	-1.0	-1.0	97.0	2.0	7.0	-2.4	24.5	-2.8
CN1C(=S)N(c2ccccc2)C(=O)/C1=C/c1cccs1	-2.5	-6.3	-3.3	102.0	6.9	-0.5	10.3	-1.1	-1.2

Quoted from the listing:
For HCV NS3 hel inh, `Cc1cc(C)c2ccc(C(=O)O)nc2c1O` shows 0.9
For SUMO HTRF inh, `CC(=O)NC1CC2CCCC(C1)N2S(=O)(=O)c1cccc(F)c1` (stereo not given) shows 12.2

Screening results (PubChem)
